Artemis inh: blocks endonuclease activity of human Artemis. Q96SD1. recombinant Artemis, quenched FAM hairpin cleavage fluorescence. inhibition, % at 10 µM. 0.78% of 30,000 active;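 active means at 10 µM dose, at least 30% inhibition, measured as corrected fluorescence normalized to stimulator and neutral control wells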
Target sequence (Q96SD1 whole entry, looked up): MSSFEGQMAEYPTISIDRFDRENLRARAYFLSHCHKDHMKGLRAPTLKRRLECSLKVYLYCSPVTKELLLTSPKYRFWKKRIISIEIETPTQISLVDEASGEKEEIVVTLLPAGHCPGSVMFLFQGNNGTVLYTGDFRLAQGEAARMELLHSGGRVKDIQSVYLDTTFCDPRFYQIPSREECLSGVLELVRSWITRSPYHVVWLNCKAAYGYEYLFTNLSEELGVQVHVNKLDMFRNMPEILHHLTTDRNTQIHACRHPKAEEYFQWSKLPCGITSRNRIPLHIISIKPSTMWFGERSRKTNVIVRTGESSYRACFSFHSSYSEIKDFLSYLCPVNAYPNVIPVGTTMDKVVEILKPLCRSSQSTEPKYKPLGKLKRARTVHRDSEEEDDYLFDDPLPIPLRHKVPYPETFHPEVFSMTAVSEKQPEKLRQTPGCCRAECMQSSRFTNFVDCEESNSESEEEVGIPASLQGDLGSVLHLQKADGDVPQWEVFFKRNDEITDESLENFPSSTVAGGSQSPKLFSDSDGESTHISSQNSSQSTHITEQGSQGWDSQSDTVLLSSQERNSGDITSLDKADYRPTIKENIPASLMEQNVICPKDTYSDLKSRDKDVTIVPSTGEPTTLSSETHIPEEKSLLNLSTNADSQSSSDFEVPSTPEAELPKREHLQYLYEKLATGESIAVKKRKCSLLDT
An asterisk follows results filed as active.

SMILES	Artemis inh
CC(C)NC(=O)C1(c2ccccc2)CCOCC1	-5
CSC(=NNC(=O)c1ccc(O)cc1)SC	1
Cc1ccc(S(=O)(=O)NC2CCCc3ccccc32)cc1C (stereo not given)	11
CCOc1ccc(Nc2cc(=O)n(C)c(=O)n2C)cc1	-9
c1ccc(CN2CCN(c3nc4ccccc4c4ccccc34)CC2)cc1	15
O=C(Oc1ccc2c(=O)c(Oc3ccc4ccccc4c3)coc2c1)c1ccco1	8
CCCCn1ccc(=O)c2c(C(F)(F)F)nccc21	3
COCCNC(=O)c1nn(-c2cc(OC)cc(OC)c2)c(=O)c2ccccc12	5
O=C(NCCCn1ccnc1)c1cccnc1	1
CC(C)NC(=O)CN1C(=O)NC(CCc2ccccc2)C1=O (stereo not given)	12
CN(C)CCCN1C(=O)C(=O)/C(=C(/O)c2ccncc2)C1c1ccccc1 (stereo not given)	0
O=C(O)C1CCC(=O)N1Cc1ccccc1Cl (stereo not given)	-7
Cc1ccc(NC(=O)CN2CCN(CCN=CC3=C(O)CC(C)(C)CC3=O)CC2)cc1	0
CC1(C)OC(=O)N(c2cccnc2)C1(C)O (stereo not given)	9
Cc1cc(S(=O)(=O)Nc2ccccc2C)ccc1F	-1
COc1ccc(OC)c(C(C(=O)NCc2ccco2)N(C(=O)Cn2nnc3ccccc32)C2CC2)c1 (stereo not given)	0
N#CC(c1ccc(F)cc1)c1ccc(C(=O)c2ccc(F)cc2)cc1 (stereo not given)	9
O=C(NC(NC(=O)c1ccccc1)C(=O)c1ccccc1)c1ccccc1	4
Cc1nn(-c2ccccc2)c2c1C1(C(=O)Nc3ccccc31)N1C(=N2)Sc2ccccc21 (stereo not given)	-10
CC(C)(C)C(=O)NC1=NCCS1	-11
COc1ccc(-n2c(C)cc(SC)c(C(C)=O)c2=S)cc1	-1
Cc1nn(Cc2n[nH]c(=S)n2Cc2ccccc2)c(C)c1Cl	5
Cn1c(-c2ccccc2)cnc1N	10
Cc1cc(C)n2[nH]c(=O)c(N=Nc3cccc(C(F)(F)F)c3)c2n1	6
COc1ccccc1NC(=O)N(CCN(C)C)Cc1cc2cc(C)ccc2[nH]c1=O	-4
Cn1c(NCC(O)CO)nc2c1c(=O)n(Cc1ccc(Cl)c(Cl)c1)c(=O)n2C (stereo not given)	7
CCn1ncc(/C=N/O)c1C	-16
CNc1oc(-c2ccc(OCc3ccccc3)cc2)nc1C#N	2
COCCn1c(NCc2ccc(C)cc2)nc2c1c(=O)[nH]c(=O)n2C	7
N#Cc1c(NCCCO)nc(-c2ccco2)c2c1CCCC2	4
Cc1ccc(S(=O)(=O)CCc2nnc(NC(=O)C3CCCO3)s2)cc1 (stereo not given)	-6
O=C(NC(=S)NCCN1CCOCC1)c1ccc(Cl)cc1Cl	-1
COc1ccc(/C=N/NC(=O)c2nc(Cl)c(Cl)c(N)c2Cl)cc1COc1ccc(F)cc1F	17
COC(=O)c1cc(NS(=O)(=O)c2ccc(N3CCCCCC3)c([N+](=O)[O-])c2)cc(C(=O)OC)c1	15
CCOC(=O)c1c(-c2ccc(C)o2)csc1N	8
CC(=O)OC(Cn1nc(C)cc1C)c1ccccc1 (stereo not given)	2
COc1ccccc1N1CCN(C(=O)c2c(-c3c(Cl)cccc3Cl)noc2C)CC1	0
COc1ccccc1OCCCn1c(=O)oc2ccccc21	-7
COc1ccc(N/N=C(\C=N\O)C(=O)c2ccc(OC)cc2)cc1	-4
O=S1(=O)CC=C(CSc2nc3ccccc3[nH]2)C1	-8
Cc1onc(-c2ccccc2)c1C(=O)NCc1cccnc1	12
COc1ccc(NC(=O)Nc2ccccc2C(=O)N2CCCC2)cc1	1
CCOC(=O)c1c(C)oc2cc(Br)c(OC(=O)N3CCOCC3)cc12	-5
COc1ccccc1C(c1nnnn1Cc1ccccc1)N1CCN(C2CCCC2)CC1 (stereo not given)	5
Cc1cc2nc(SCCOC(=O)Nc3ccc(Cl)cc3)nc(C)c2cc1C	9
COc1cc(C2/C(=C(\O)c3ccc4c(c3)CC(C)O4)C(=O)C(=O)N2CCCn2ccnc2)ccc1O (stereo not given)	4
COc1ccccc1NC(=O)CSc1nnc(-c2ccco2)o1	-6
CCNC(=S)Nc1ccc(Oc2ccccc2)cc1	7
O=S(=O)(Nc1ccc(O)c(CN2CCCCC2)c1)c1ccccc1	-7
O=C(CCN1C(=O)c2ccccc2C1=O)Nc1cc(F)ccc1F	-10
Cc1cccc(N(NC(=O)C(C)(C)O)C(=O)c2ccccc2)c1	1
Cn1nc(-c2ccccc2)c(-c2nc(-c3ccccc3Cl)no2)c1Cl	3
CC1(C)CC(=O)CC(=Nc2ccc(C(=O)O)cc2)C1	-6
CCCCOC(=O)Nc1sc2nc(C)cc(C)c2c1-n1cccc1	7
CCc1nnc2c3cnn(-c4ccccc4)c3ncn12	9
Cc1cc(C)c2c(=O)[nH]c(=O)n(Cc3ccccc3)c2n1	0
Cc1cccc(Nc2nc(-c3cccs3)cs2)n1	-1
O=C(CN1C(=O)C2CCCCC2C1=O)Nc1nc(-c2ccccn2)cs1 (stereo not given)	6
Cc1cc2ncn(C(=O)N3CCCCCC3)c2cc1C	7
Cc1ccc(NC(=O)c2cc(NC(=O)C3CC=CCC3C(=O)O)ccc2N2CCOCC2)cc1 (stereo not given)	-9
The results go on:
SMILES	Artemis inh
O=C(c1ccco1)n1nc(NCc2ccccc2)nc1NCc1ccccc1	3
O=C1c2ccccc2C(=O)N1CCn1nc(Cl)nc1Cl	4
CC(C)C(O)(C#CCN1CCCC1)c1ccccc1 (stereo not given)	0
CCC(NS(=O)(=O)c1ccc(C)cc1)C(=O)N1CCC2(O)CCCCC2C1 (stereo not given)	1
Cc1cc(C(=O)OCC(=O)c2cccc([N+](=O)[O-])c2)c2cccc(C)c2n1	-7
CCCOc1cccc(NC(=O)c2cc(C)oc2C)c1	-6
CC(C)(C)C(=O)CCN1C(=O)C2(OCCO2)c2ccccc21	-6
CC(C)N(Cc1nc(-c2ccccc2)no1)C(=O)CN(C)S(=O)(=O)c1ccccc1	-13
O=C(CCN1CCOCC1)c1ccc2c(c1)OCCO2	1
CCOc1ccccc1Nc1ccc(C(=O)O)cc1NC(C)=O	-8
O=C(Nc1ccc(N2CCOCC2)c(Cl)c1)c1ccco1	-8
CC(=O)Nc1ccc(S(=O)(=O)n2cnc3cc(C)c(C)cc32)cc1	2
O=C(NCc1ccc2c(c1)OCO2)c1c(O)c2cccc3c2n(c1=O)CCC3	25
CCCCNc1cc(C)nc(N2CCOCC2)n1	3
N#CCc1c(C#N)c(N)nc(N2CCN(S(=O)(=O)c3ccccc3)CC2)c1C#N	0
O=C(CSc1nnc2c3ccccc3c3ccccc3c2n1)Nc1ccccc1F	25
C/C(O)=C(\C#N)c1nc2ccccc2[nH]1	-7
COCCN1Cc2cccc(C(=O)Nc3cc(C)cc(C)c3)c2C1=O	-1
CC(=O)c1cc(OC(=O)c2ccncc2)ccc1OC(=O)c1ccncc1	-6
CCc1ccc(OCC(=O)NC(=S)Nc2ccc(S(=O)(=O)NC3CCCCC3)cc2)cc1	9
O=C(c1cc(S(=O)(=O)N2CCOCC2)ccc1F)N1CCCc2ccccc21	-6
COc1ccc(/C=C2/S/C(=N/N=C3\CC4CCC3(C)C4(C)C)NC2=O)cc1 (stereo not given)	8
O=C(c1ccccc1)N1CCN(S(=O)(=O)N2CCCCC2)CC1	0
CC(C)CCNc1nc2c(cc1C#N)COC(C)(C)C2	-3
CCCCCCS(=O)[C@H]1CS(=O)(=O)C[C@@H]1S(=O)CCCCCC (stereo not given in full)	-5
C1CCC(Nc2nnnn2C2CCCCC2)CC1	8
CC(C)(C)NC(=O)Cn1nnnc1-c1nonc1N	-5
CN(CP(=O)(O)CN(C)S(C)(=O)=O)S(C)(=O)=O	-5
CN(C)c1ccc(NC(=O)CN2C(=O)CC(c3ccccc3)=Nc3ccccc32)cc1	9
COC(=O)c1nnn(-c2nonc2N)c1CSCCO	-7
CCOc1ccc(OCCSc2nnnn2C2CCCCC2)cc1	-3
CCOC(=O)c1cc(C)[nH]c(=S)c1C#N	-5
CCCCNS(=O)(=O)c1ccc(OC)c(C)c1	-9
O=C(NCc1cccs1)NC1CCCCC1	-9
C=CCNC(=O)c1c(N)n(-c2cccc(S(N)(=O)=O)c2)c2nc3ccccc3nc12	10
COc1ccc(-c2cc(C(=O)O)[nH]n2)cc1OC	-7
COc1ccc(S(=O)(=O)N2CCN(CC(=O)Nc3cc(OC)cc(OC)c3)CC2)cc1	-1
COc1cccc(OCC(O)CN2CCC(C)CC2)c1 (stereo not given)	-1
COc1cc(C)ccc1OCCOc1c(C)cccc1Cl	0
COc1ccc(NS(=O)(=O)c2cccc(C(=O)N/N=C(\C)c3ccc(-n4ccnc4)cc3)c2)cc1	-4

Part of the list above, as a markdown table.
| canonical_smiles | Artemis inh |
| --- | --- |
| COc1ccc(S(=O)(=O)N2CCN(CC(=O)Nc3cc(OC)cc(OC)c3)CC2)cc1 | -1 |
| O=C(c1ccccc1)N1CCN(S(=O)(=O)N2CCCCC2)CC1 | 0 |
| O=C(NCc1cccs1)NC1CCCCC1 | -9 |
| O=C(c1cc(S(=O)(=O)N2CCOCC2)ccc1F)N1CCCc2ccccc21 | -6 |
| CCOC(=O)c1cc(C)[nH]c(=S)c1C#N | -5 |
| C=CCNC(=O)c1c(N)n(-c2cccc(S(N)(=O)=O)c2)c2nc3ccccc3nc12 | 10 |
| COc1ccc(/C=C2/S/C(=N/N=C3\CC4CCC3(C)C4(C)C)NC2=O)cc1 (stereo not given) | 8 |
| CCCCNS(=O)(=O)c1ccc(OC)c(C)c1 | -9 |
| COc1cc(C)ccc1OCCOc1c(C)cccc1Cl | 0 |
| C1CCC(Nc2nnnn2C2CCCCC2)CC1 | 8 |

Remaining list, next part
SMILES	Artemis inh
C(=N\c1nc2ccccc2n1CCN1CCCCC1)/c1ccc2c(c1)OCO2	-6
CC(C)(C)NC(=O)CN(C(=O)Cn1nnc(-c2ccc(Cl)cc2)n1)C1CCN(Cc2ccccc2)CC1	6
C=C(C)c1ccc(C(C)(C)NC(=O)NCc2ccco2)cc1	-6
COc1ccc(C(=O)Nc2ccc(S(=O)(=O)Nc3onc(C)c3C)cc2)cc1OC	5
Cc1nn(C)c2ncc(C(=O)c3cc(F)ccc3O)cc12	0
COCCn1nnnc1SCC(=O)N1CCCCC1	5
Cc1ccccc1OCC(=O)N/N=C/c1cccn1C	-7
O=C(NCc1ccc2c(c1)OCO2)c1cc2ccccc2oc1=O	-9
O=C(Cc1cccs1)Nc1ccc(Cl)cc1	-5
C(/C=C/c1ccco1)=N/N1CCN(c2ccccc2)CC1	0
CSc1nsc(SC)c1C(=O)OCC(F)(F)F	0
CCCOc1ccc(Br)cc1/C=N/O	0
CS(=O)(=O)N(CCC(=O)O)Cc1ccccc1	-5
C=CCn1c(-c2cc(OC)cc(OC)c2)n[nH]c1=S	12
Cc1cc(C(F)(F)F)c2c(C)nn(CCc3nn[nH]n3)c2n1	-5
CCOc1ccc2oc(=O)cc(C)c2c1	6
Cc1ccc(NC(=O)C2(c3ccccc3)CCCC2)nc1	2
CC1CCCCN1C(=O)Cn1c(=O)n(C2CCCCC2)c(=O)c2ccccc21 (stereo not given)	2
O=C1NN(c2ccccc2)C(=O)/C1=C\c1cccc(OC(=O)c2cccs2)c1	30
O=C(c1ccc(Cl)cc1)N1CCC(O)(CSc2ccc(Cl)cc2Cl)CC1	9

Structures listed so far with a thiophene ring, fused or not:
SMILES	Artemis inh
CCOC(=O)c1c(-c2ccc(C)o2)csc1N	8
CCCCOC(=O)Nc1sc2nc(C)cc(C)c2c1-n1cccc1	7
Cc1cccc(Nc2nc(-c3cccs3)cs2)n1	-1
O=C(NCc1cccs1)NC1CCCCC1	-9
O=C(Cc1cccs1)Nc1ccc(Cl)cc1	-5
O=C1NN(c2ccccc2)C(=O)/C1=C\c1cccc(OC(=O)c2cccs2)c1	30

Remaining list, next part:
SMILES	Artemis inh
Cn1c(SCCS(=O)(=O)c2ccc(Cl)cc2)nnc1-c1ccccc1	7
CCCCOc1ccc(-c2nnn(CC(=O)Nc3ncc(CC(=O)OCC)s3)n2)cc1	2
O=c1oc2c(CN3CCOCC3)c(O)ccc2c2ccccc12	5
NC(=O)c1ccc(NCc2ccco2)c([N+](=O)[O-])c1	-8
Cc1cc(C)nc(-n2nc(C)c3c(C(F)(F)F)cc(=O)[nH]c32)n1	-9
CCCCCC1CC(CC(=O)Nc2nncs2)C(=O)O1 (stereo not given)	-7
COC(=O)c1sc2ccccc2c1-n1cccc1C(=O)C(=O)Nc1ccc(C)cc1	0
COc1ccc(/C=N/NS(=O)(=O)c2ccccc2)cc1OC(=O)c1ccc(C)cc1	15
Cc1ccc(C)n1-n1c(C)nc2scc(-c3cccs3)c2c1=O	-1
O=C(NCc1ccco1)C1OCCc2ccccc21 (stereo not given)	4
COCCNC(=O)Cn1cnc2ccc(S(=O)(=O)N3CCC(C)CC3)cc2c1=O	-5
C=CCC(NCc1ccccc1)c1ccc(C)o1 (stereo not given)	7
Cc1c(C(=O)NC(=S)Nc2ccc3c4c(cccc24)CC3)cccc1[N+](=O)[O-]	5
Fc1ccc(CSc2nnc(-c3cc4c(s3)-c3ccccc3CC4)o2)cc1	2
Cc1ccc(S(=O)(=O)N(C)c2ccc(OCC(=O)O)cc2)cc1	-2
O=C(NCCCn1ccnc1)C1CC2CCC1C2 (stereo not given)	-2
Cc1nnc(SCC(=O)N(Cc2ccccc2)C(C)C)n1-c1ccccc1	-2
Cc1ccc(C)c(NC(=S)NCCc2ccc(S(N)(=O)=O)cc2)c1	1
COc1ccc(S(=O)(=O)N2CCN(S(=O)(=O)c3ccc4c(c3)OCCO4)CC2)cc1C	2
COc1ccc(N2C(=O)NC3CC2(C)Oc2ccc(Br)cc23)cc1OC (stereo not given)	-6

Some of these compounds in order of heavy-atom count, rising.
SMILES	Artemis inh
O=C(NCCCn1ccnc1)C1CC2CCC1C2 (stereo not given)	-2
Cc1ccc(C)c(NC(=S)NCCc2ccc(S(N)(=O)=O)cc2)c1	1
Fc1ccc(CSc2nnc(-c3cc4c(s3)-c3ccccc3CC4)o2)cc1	2

Only part of the results is shown. The share of hits here may be higher or lower than overall.
